D2 agonist – HTS Assay for Allosteric Agonists of the Human D2 Dopamine Receptor: Primary Screen for Agonists. activation, % at 2 µM. actives 0.53% (n = 340,000). AID 485358, 2010. HEK293 T-REx D2 cells, calcium flux agonist mode;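 active means activation over 3 SD above normal in the single-dose calcium agonist read, cut at about 30% in these data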; further: 0% is about no effect
Target sequence (P14416 whole entry, looked up): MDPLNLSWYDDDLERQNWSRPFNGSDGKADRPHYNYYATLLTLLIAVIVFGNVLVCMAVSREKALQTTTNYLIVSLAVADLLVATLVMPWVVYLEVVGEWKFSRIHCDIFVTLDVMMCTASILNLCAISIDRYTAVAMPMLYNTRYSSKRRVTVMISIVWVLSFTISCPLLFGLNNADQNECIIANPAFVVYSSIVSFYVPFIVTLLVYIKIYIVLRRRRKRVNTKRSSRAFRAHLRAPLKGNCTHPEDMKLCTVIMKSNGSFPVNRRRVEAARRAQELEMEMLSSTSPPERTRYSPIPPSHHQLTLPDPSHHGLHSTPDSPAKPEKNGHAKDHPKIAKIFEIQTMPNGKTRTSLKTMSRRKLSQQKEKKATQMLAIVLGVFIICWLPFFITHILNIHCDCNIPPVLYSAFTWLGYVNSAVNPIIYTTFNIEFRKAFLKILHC
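Tetracycline-induced HEK293 T-REx cells with force-coupled D2 receptor, plated overnight at 30 C, loaded with no-wash calcium dye. After a 10 s baseline, compound was pin-added and calcium flux read kinetically for 180 s; calcium rises flagged agonists.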
D1 agonist – Allosteric Agonists of the Human D1 Dopamine Receptor: qHTS; HEK293 T-REx D1 cells, calcium flux, agonist mode; activation, % at 2 µM; D(1A) dopamine receptor (Homo sapiens), P21728; actives 1% (n = 360,000); in the data active means activation above about 30%; further: 0% is about no effect
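Tetracycline-induced HEK293 TREx D1 cells, force-coupled to calcium signalling, were dye-loaded with a no-wash calcium kit. Compound was pin-added after a 10 s baseline. Fluorescence was read kinetically at 1 cycle/s for 180 s, with calcium rises flagged as agonism.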
D2 potentiator – HTS Assay for Positive Allosteric Modulators of the Human D2 Dopamine Receptor: Primary Screen for Potentiators | potentiation, % at 10 µM | actives 0.34% (n = 340,000) | D(2) dopamine receptor (Homo sapiens), P14416 | HEK293 T-REx D2, calcium flux, EC20 dopamine potentiation | AID 485347, 2010;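 active means potentiation over 3 SD above the plate norm, cut at about 30% in these data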; further: 0% is about no effect
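Tetracycline-induced HEK293 T-REx cells force-coupled to calcium signalling expressed D2; compounds were pin-added after a 10 s baseline, read kinetically 180 s, then an EC20 dopamine challenge followed with a further 180 s calcium read.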
RXFP1 ag – qHTS Assay for Agonists of the Relaxin Receptor RXFP1; Relaxin receptor 1 (Homo sapiens), Q9HBX9; HEK293T-RXFP1 cAMP TR-FRET, 30 min; response scale: percent of porcine relaxin response, buffer zero; Potency, µM (doses to about 57.5 µM), inactives show at the highest dose activation, usual class: activators; actives 0.3% (n = 370,000); AID 2676, 2010; active means well fitted activation curve with a large enough effect; inconclusive means small, poorly fitted or top-dose-only effect; further: potency means the concentration at half of the fitted maximal effect; on the % scale 0 is the no-effect control and ±100 the full control effect; nearly all actives have a fitted effect of over 60% in size; many of its hits are not listed in these tables
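HEK293 cells stably expressing RXFP1, treated 30 min at 37C with compounds plus PDE4 inhibitor Ro 20174; cAMP measured by HTRF TR-FRET. Normalized to buffer and 29 nM porcine relaxin; EC50 by Hill fit.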
D1 antagonist – Antagonist of Human D 1 Dopamine Receptor: qHTS | D(1A) dopamine receptor (Homo sapiens), P21728 | AID 504652, 2011 | HEK293 TREx D1 cells, calcium flux, dopamine EC80; stronger effect = lower value | actives 3.2% (n = 360,000) | activity change, negative = inhibition, % at 10 µM; in the data active means activity change below about -30%; further: on the % scale 0 is the no-effect control and ±100 the full control effect
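Compound effects on dopamine-evoked calcium signalling were measured in tetracycline-induced HEK293 Trex D1 cells. Dopamine at EC80 followed a 180 s compound pre-read, and fluorescence was tracked kinetically for 180 s more.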
RXFP1 antagonist – qHTS Assay for Antagonists of the Relaxin Receptor RXFP1; HEK293-RXFP1, relaxin-stimulated cAMP HTRF, 30 min; stronger effect = lower value; activity change, negative = inhibition, % at 57.5 µM; actives 0.59% (n = 350,000);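 active means activity change of -60% or lower, but not beyond a set lower limit; inconclusive means change between -60% and -40%, or beyond the set limit; inactive means change above -40%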; further: on the % scale 0 is the no-effect control and ±100 the full control effect
D1 potentiator – Potentiators of Human D1 Dopamine Receptor: qHTS | D(1A) dopamine receptor (Homo sapiens), P21728 | HEK293 TREx D1 cells, calcium flux, dopamine EC20 potentiation | potentiation, % at 10 µM | actives 0.036% (n = 360,000) | AID 504651, 2011; in the data active means potentiation above about 30%; further: 0% is about no effect
TRHR enhancer – qHTS for Small Molecule Agonists and Allosteric Enhancers of Human TRH Receptor: Primary Screen for Enhancers | actives 0.66% (n = 360,000) | AID 493056, 2011 | TRHR cells, fluo-8 calcium fluorescence, EC20 TRH enhancement | enhancement, % at 2 µM | Thyrotropin-releasing hormone receptor (Homo sapiens), P34981; in the data active means enhancement above about 30%; further: 0% is about no effect
Target sequence (P34981 whole entry, looked up): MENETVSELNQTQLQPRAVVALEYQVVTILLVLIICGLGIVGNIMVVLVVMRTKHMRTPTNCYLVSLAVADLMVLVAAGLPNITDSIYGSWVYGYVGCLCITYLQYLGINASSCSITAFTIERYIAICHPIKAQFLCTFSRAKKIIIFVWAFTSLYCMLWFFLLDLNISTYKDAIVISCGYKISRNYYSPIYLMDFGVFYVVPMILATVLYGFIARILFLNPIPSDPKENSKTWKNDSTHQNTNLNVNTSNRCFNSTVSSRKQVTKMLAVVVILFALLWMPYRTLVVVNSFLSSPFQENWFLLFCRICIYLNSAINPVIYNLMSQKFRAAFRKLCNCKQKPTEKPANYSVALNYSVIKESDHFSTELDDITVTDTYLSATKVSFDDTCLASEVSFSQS
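TRHR-expressing cells loaded with fluo-8 calcium dye were read kinetically (ex 480/em 530) during compound addition, then stimulated with an EC20 of TRH (10 nM final). Enhancement of the Gq-mediated intracellular calcium response was scored.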
D2 antag – HTS Assay for Allosteric Antagonists of the Human D2 Dopamine Receptor: Primary Screen for Antagonists. D(2) dopamine receptor (Homo sapiens), P14416. HEK293 TREx D2 cells, calcium flux, dopamine EC80. actives 2% (n = 340,000). AID 485344, 2010. inhibition, % at 10 µM; in the data active means inhibition above about 30%; further: 0% is about no effect
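Tetracycline-induced HEK293 TREx cells expressing D2 receptor forced-coupled to calcium signalling, loaded with no-wash calcium dye. Compounds added and calcium flux read 180 s, then dopamine added at EC80 and read a further 180 s.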
* marks the source's active call; other numbers are inactive results; ? = inconclusive; · = not tested or not shown; & = joins results of further samples. This is a subset; the hit share may differ from the screen's.

SMILES	D2 agonist	D1 agonist	D2 potentiator	RXFP1 ag	D1 antagonist	RXFP1 antagonist	D1 potentiator	TRHR enhancer	D2 antag
Cc1nc(-n2nc(C)c(Cc3ccccc3Cl)c2C)sc1C(=O)Nc1ccccc1F	0.6	4.2	11.0	7.8%	1.4	0.7	0.2	-1.0	·
O=C(Nc1ccc2c(c1)OCO2)C1CCCCC1	0.2	4.6	5.8	0.2%	3.0	-3.8	0.4	0.4	-1.9
O=C(Cn1c(=O)oc2ccccc21)Nc1ccc(F)cc1	0.0	0.2	-5.3	-3.1%	-17.2	-0.4	6.2	-2.3	-13.2
Cc1cccc(N2CCN(c3ncnc4onc(-c5ccc(F)cc5)c34)CC2C)c1 (stereo not drawn)	-0.2	1.2	7.7	0.0%	0.9	-19.2	-3.1	-6.6	·
COc1ccccc1N1CCN(C(=O)c2coc(=O)c(Br)c2)CC1	0.5	3.1	-15.4	0.8%	-3.9	-5.2	-9.1	-3.8	42.8*
CC(NC(=S)Nc1ccc(S(=O)(=O)N2CCOCC2)cc1)C1CC2CCC1C2 (stereo not drawn)	4.5	21.0	-11.1	0.4%	-6.8	-8.3	-7.7	-7.7	4.8
CC(=O)Nc1ccc(-c2nc3cc(Cl)ccc3o2)cc1	0.0	2.8	10.3	3.5%	3.9	-11.0	-5.5	3.6	-13.0
CS(=O)(=O)N(CC(=O)N1CCC(C(N)=O)CC1)C1CCCCC1	0.6	2.6	5.4	1.5%	0.9	-8.2	4.5	-4.0	-2.3
COc1cc(OC)cc(-c2c(C#Cc3ccsc3)c3cc(-c4cnc(OC)nc4)ccc3n2C)c1	0.5	-0.1	6.4	3.4%	·	·	-4.1	-2.2	3.8
Cc1cc(C)c(C)c(S(=O)(=O)N2CCN(c3ccc(O)cc3)CC2)c1C	-3.0	4.1	7.2	1.1%	7.2	-23.7	5.8	-7.4	-10.8
Cc1ccc(SCc2[nH]nc3c2C(c2ccc(C)o2)C(C#N)=C(N)O3)cc1 (stereo not drawn)	1.0	3.3	8.9	-0.2%	3.3	?	2.2	-13.1	15.4
Cc1nn2c(=O)cc(COC(=O)Cc3ccccc3)nc2s1	-0.3	2.6	-1.9	1.4%	6.9	·	0.6	2.8	·
Cc1cccc(Cn2c(=O)n(CCCCC(=O)NCc3ccc4c(c3)OCO4)c(=O)c3ccccc32)c1	-0.2	-2.4	-4.5	16.6%	4.6	·	0.6	-6.1	·
CCC(O)c1cc2c(cc1NC(=O)c1ccccc1F)OCCO2 (stereo not drawn)	0.1	0.3	8.1	-3.4%	3.4	-5.5	2.9	17.2	·
CS(=O)(=O)N1CCN(c2ccc([N+](=O)[O-])cc2C(F)(F)F)CC1	0.9	0.9	-9.4	1.9%	2.8	-2.7	5.3	-2.3	-4.4
CCN(CC)CC(O)Cn1c(C)c(-c2ccccc2)c2cc([N+](=O)[O-])ccc21 (stereo not drawn)	1.9	34.4*	4.9	2.2%	2.1	-89.4*	-7.6	1.5	-33.4
O=C(c1ccc(Oc2ccc(C(F)(F)F)cc2[N+](=O)[O-])cc1)N1CCOCC1	-0.6	10.9	0.1	-0.1%	2.8	4.1	1.6	4.8	-6.0
Cc1ccsc1CN(C(=O)c1ccc(Br)cc1)C1CCS(=O)(=O)C1 (stereo not drawn)	0.4	-2.0	5.5	-0.7%	-8.9	-3.8	4.2	-5.0	·
O=C(Nc1ccc(N2CCN(Cc3ccccc3)CC2)cc1)c1ccco1	0.3	3.9	-0.8	-2.5%	-30.0*	10.7	-4.5	-3.9	0.1
COc1ccc(S(=O)(=O)NCCc2nnc3ccc(SCC(=O)Nc4cc(C)on4)nn23)cc1	1.0	4.3	13.4	11.3%	-15.4	5.2	-0.1	0.5	-9.6

Look-ups from the list.
Reading for `CCC(O)c1cc2c(cc1NC(=O)c1ccccc1F)OCCO2` (stereo not drawn) in RXFP1 antagonist: -5.5
Reading for `CCN(CC)CC(O)Cn1c(C)c(-c2ccccc2)c2cc([N+](=O)[O-])ccc21` (stereo not drawn) in TRHR enhancer: 1.5

Limited to D1 potentiator, RXFP1 ag and D1 agonist, for some of the entries so far:
| Molecule | D1 potentiator | RXFP1 ag | D1 agonist |
| --- | --- | --- | --- |
| Cc1ccc(SCc2[nH]nc3c2C(c2ccc(C)o2)C(C#N)=C(N)O3)cc1 (stereo not drawn) | 2.2 | -0.2% | 3.3 |
| Cc1nn2c(=O)cc(COC(=O)Cc3ccccc3)nc2s1 | 0.6 | 1.4% | 2.6 |
| Cc1cccc(Cn2c(=O)n(CCCCC(=O)NCc3ccc4c(c3)OCO4)c(=O)c3ccccc32)c1 | 0.6 | 16.6% | -2.4 |
| CCC(O)c1cc2c(cc1NC(=O)c1ccccc1F)OCCO2 (stereo not drawn) | 2.9 | -3.4% | 0.3 |

The list continues.
SMILES	D2 agonist	D1 agonist	D2 potentiator	RXFP1 ag	D1 antagonist	RXFP1 antagonist	D1 potentiator	TRHR enhancer	D2 antag
Cc1cc(NC(=O)C2(c3ccccc3)CCCC2)no1	-0.8	-0.9	2.8	1.3%	17.7	3.5	2.2	-2.2	-4.1
COc1cc(C2Nc3ccccc3-c3nnc(SCc4ccc(Cl)cc4)nc3O2)ccc1OCC(=O)O (stereo not drawn)	0.5	0.7	-2.9	1.0%	-14.9	3.5	6.2	2.0	·
CCN(CC)CCC(c1ccc2c(c1)OCO2)c1c(OC)cc(OC)c2ccc(=O)oc12 (stereo not drawn)	1.3	5.6	-5.1	0.0%	-9.3	·	-9.9	1.0	24.8
Cn1c(=O)c2c(-c3ccc(C(C)(C)C)cc3)n(CC3CCCO3)cc2n(C)c1=O (stereo not drawn)	0.0	-0.4	10.9	0.8%	11.4	-10.1	-1.2	-3.1	1.3
O=C(Nc1ccccc1)c1ccc2c(O)c(S(=O)(=O)c3ccc(Cl)cc3)c(=O)[nH]c2c1	0.1	2.1	-5.0	-0.1%	6.1	1.0	-2.9	-7.1	·
O=C(c1ccco1)N1CCN(C(=O)C2CC(c3ccccc3F)=NO2)CC1 (stereo not drawn)	0.1	3.4	7.6	0.1%	11.8	12.2	0.7	21.7	-15.1
Cc1cc([N+](=O)[O-])cc([N+](=O)[O-])c1NCC(C)C	0.1	-1.6	15.5	1.0%	11.0	3.5	0.0	7.7	-10.4
CCOc1ccc2nc(SCC(=O)Nc3cc4c(cc3C(C)=O)OCO4)[nH]c2c1	-0.4	-1.4	8.7	-0.6%	-15.5	-1.7	-1.7	-5.3	6.9
O=S1(=O)C=C(Sc2nc3cc(Cl)ccc3o2)c2ccccc21	0.9	6.7	0.2	0.7%	-2.5	-23.0	0.9	-1.1	-22.2
COc1ccc(N2CCN(C(=O)CN3C(=O)NC(c4ccc(OC)cc4)(c4ccc(OC)cc4)C3=O)CC2)cc1	0.0	-1.2	0.3	-2.4%	-7.2	-3.8	-5.1	4.1	-12.5
COc1cc(CNCCCSc2nnnn2C)cc(Br)c1OC	0.4	8.5	-16.7	-4.7%	-8.5	14.4	5.0	-4.2	·
COc1ccc(NC(=O)C2CCC(C)(C(=O)O)C2(C)C)cc1 (stereo not drawn)	0.6	-0.2	4.6	1.2%	7.4	-10.4	-2.6	5.8	-11.3
COc1ccc(OCC(=O)N(Cc2ccc(C)o2)C2CCS(=O)(=O)C2)cc1 (stereo not drawn)	0.4&-0.6	2.1&-1.3	7.2&-15.0	5.5%&-1.7%	11.5&4.2	23.1&-3.2	3.5&-0.6	22.4&-0.5	-19.7
CCOc1cc(C2NC(=O)NC(C)=C2C(=O)OCC2CCCCC2)ccc1O (stereo not drawn)	-0.1	5.2	-3.6	2.3%	14.8	-4.5	4.8	10.2	0.5
O=C(CCS(=O)(=O)c1cccs1)Nc1ccc(C(=O)NCc2ccccc2)cc1	0.2	0.8	-7.7	3.0%	-7.6	-9.5	-5.6	-5.7	-13.1
CC1(c2nnc(-c3ccc(Cl)cc3)o2)CC(c2ccc([N+](=O)[O-])cc2)=NO1 (stereo not drawn)	0.6	2.5	-1.3	0.0%	-8.8	·	-0.7	-7.1	2.0
COc1cccc(Nc2sc(C(=O)c3ccc4c(c3)OCO4)c(N)c2S(=O)(=O)c2ccccc2)c1	0.3	29.6	5.7	-0.2%	3.2	·	4.2	5.9	·
COc1cccc(CNC(=S)NC2CC2)c1	1.1	1.3	-3.7	-1.4%	-0.8	2.5	-1.1	1.6	-30.0
Cc1cccc(NC(=O)C2CCCN(c3nc(C)cc(C)n3)C2)c1 (stereo not drawn)	0.5	-0.9	17.8	5.5%	13.0	33.2	1.6	0.0	-7.3
Cc1nn(CCCC(=O)Nc2cccnc2Cl)c(C)c1[N+](=O)[O-]	-1.1	2.0	-0.7	2.2%	9.2	-14.3	2.4	-2.5	-10.8
CCOC(=O)C1=C(c2ccccc2)NC(N)=NC1c1ccc(OCc2ccc(C(=O)OC)cc2)cc1 (stereo not drawn)	·	1.7	-6.7	1.7%	-9.2	-9.2	-3.6	-2.9	·
CC(=O)c1cc(C#N)c(N(C)Cc2ccccc2)nc1C	-0.1	2.7	6.6	-0.7%	-19.8	4.2	-0.4	-6.5	3.0
COc1ccc(S(=O)(=O)NC(Cc2cnc[nH]2)C(=O)O)cc1 (stereo not drawn)	1.4	0.0	16.4	-0.9%	-2.7	15.2	4.8	3.6	6.8
COc1cccc(C#Cc2c(C=O)n(C)c3ccccc23)c1	0.3	12.0	-17.8	20.0%	·	·	-1.0	-6.7	-7.4
CC(=O)c1sc(C(C)(C)C)cc1NC(=O)CCC(=O)O	-0.2	1.0	6.2	?	20.2	23.3	-3.4	3.0	-8.8
CCOc1ccc(N2CC(C(=O)NCC(=O)Nc3ccc(F)c(F)c3F)CC2=O)cc1 (stereo not drawn)	-0.4	0.8	0.3	1.5%	-31.9*	-23.2	-2.0	-2.6	-5.7
CCOc1ccc(CCNC(=O)C2CCCN(c3nnc(C)c4c(C)n(-c5ccccc5)nc34)C2)cc1 (stereo not drawn)	1.0	3.8	5.7	1.8%	20.5	-31.9	-0.8	6.2	·
Cc1ccc(C)c(-c2cc(C(=O)Nc3cccc(C(=O)O)c3)c3ccccc3n2)c1	0.1	0.4	-2.9	0.1%	3.3	-6.3	0.5	-23.4	-3.7

Bioassay records: PubChem BioAssay, National Center for Advancing Translational Sciences (NCATS)
